High-throughput results deposited in PubChem by Sanford-Burnham Center for Chemical Genomics.
Hsp70 displacement: Hsp70 inhibitors, probe displacement, primary screen, biochemical, fluorescence polarization (AID 583); one-dose displacement, % at 20 µM; IC50 in µM for titrated hits; Hsp70 fluorescence polarization probe displacement, mP; higher % means a stronger effect; 0.06% of 140,000 active; in the data active means displacement above about 50%;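 further: plate controls were vehicle for no effect and reference ligand for full effect; a part of the inactive calls stands beside numbers as strong as those of hits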
MKP-3 inhibition: MKP-3 phosphatase inhibitors, primary screen, biochemical, rat enzyme, in vitro (AID 425); recombinant MKP-3 phosphatase activity, fluorescence; higher % means a stronger effect; inhibition, % at 20 µM, or IC50 in µM where a hit was titrated; 0.17% of 110,000 active; in the data active means inhibition above about 50%;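 further: plate controls were vehicle for no effect and reference inhibitor for full effect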
Active calls of the source: *; · = not tested or not shown; & = joins results of further samples. The list is partial; rates above refer to the full screens.

Hsp70 displacement | MKP-3 inhibition | Molecule
-0.5% | -3.9% | Cc1occc1-c1nnc(SCC(=O)N2CCOCC2)n1Cc1ccco1
-2.5% | -1.7% | Cc1ccc(C(O)(C(=O)NCCO)c2ccc(C)cc2)cc1
4.0% | -10.7% | CC(=O)c1c(N)n(C)c(=O)n(C)c1=O
1.9% | -9.2% | O=C(Cn1c(=O)[nH]c2ccsc2c1=O)N1CCN(c2ccc(F)cc2)CC1
-4.5% | -12.1% | COc1ccc(N(CC(=O)Nc2cccc(C(=O)O)c2)S(=O)(=O)c2c(C)noc2C)cc1
-3.9% | -2.2% | COC(=O)CN(c1cccc(C(C)=O)c1)S(C)(=O)=O
-2.8% | -6.9% | O=C(Nc1cccc(-c2nc3cc(Cl)ccc3o2)c1)C1CCCO1 (stereo not given)
-2.3% | · | Cc1sc2nc(CN3CCCC3)nc(N3CCC(C(N)=O)CC3)c2c1C
5.9% | -2.2% | O=C(Nc1ccccc1C(=O)NCc1ccccc1)c1ccco1
-4.2% | 2.2% | CCc1ccccc1N(CC(=O)Nc1ccc2ccccc2c1)S(C)(=O)=O
0.1% | 2.8% | CCc1cccc(NC(=O)C2CC=CCC2C(=O)O)c1 (stereo not given)
0.9% | -2.2% | O=C(N1CCCCC1)C1(c2ccccc2)CCOCC1
0.5% | · | CCOC(=O)c1c(C)n(CCNC(C)=O)c2ccc(OC)cc12
3.2% | 0.6% | O=C(N/N=C/c1cc(Br)cc(I)c1O)C(O)c1ccccc1 (stereo not given)
-6.2% | 5.4% | CCc1ccc(C(=O)/C=C/c2ccc(-c3cccc([N+](=O)[O-])c3)o2)cc1

Hsp70 displacement | MKP-3 inhibition | Molecule
-27.0% | · | Cc1ccc(NC(=O)/C(C#N)=C/c2ccc(C)s2)c(C)c1
0.8% | -0.1% | COc1ccc(CC(=O)NCCCN(C)C)cc1
-5.0% | 5.1% | COc1ccc(Cl)cc1/C=C1\C(=O)NC(=O)N(c2ccc(Cl)cc2)C1=O
-5.3% | -1.9% | CC(C)CCn1c(=O)c2ccccc2n2c(COC(=O)c3ccc(S(=O)(=O)N(C)C)cc3)nnc12
-0.5% | 0.8% | CC1(C)Cc2noc(N)c2C(C)(C)N1O
-5.1% | -1.3% | O=C(O)c1ccc(CSc2ncccn2)cc1
3.3% | 0.3% | O=C(Nc1nnc(-c2ccccc2)o1)Nc1ccccc1Cl
-0.2% | -7.3% | CCOC(=O)N1CCN(C(=O)CCc2c(C)nc3c(c(C)nn3-c3ccc(C)c(C)c3)c2C)CC1
3.1% | -4.3% | CC1=C(C(=O)Nc2ccc(C)cc2)C(c2ccc(C(C)C)cc2)NC(=S)N1 (stereo not given)
0.7% | · | COc1ccc(C(=O)c2nc3c(n2O)CCCC3)cc1OC
-4.6% | · | O=S(=O)(Nc1ccc(S(=O)(=O)Nc2ccccc2)cc1)c1ccccc1
1.5% | -1.8% | CCCN(CCC)C(=O)c1cccc([N+](=O)[O-])c1C
0.3% | -4.8% | CC(C)(C)c1ccc(Cn2nnc3c(=O)[nH]c(C4CCCN(C(=O)Cc5cccs5)C4)nc32)cc1 (stereo not given)
-0.4% | 0.3% | CCOc1ccc(NC(=O)C2C3CCC(C3=C(C)C)C2C(=O)O)cc1 (stereo not given)
0.3% | 3.4% | CC1(N2CCCCC2)CC2(O)C(=[N+]1[O-])CCC/C2=N\O (stereo not given)

Hsp70 displacement | MKP-3 inhibition | Molecule
1.8% | -1.5% | COc1cc(C(=O)NCC(c2ccco2)N2CCCC2)ccc1OCc1c(C)noc1C (stereo not given)
-5.1% | 1.2% | CN(C)S(=O)(=O)c1cccc(C(=O)OCC(=O)Nc2ccccc2OC(F)F)c1
1.0% | -0.4% | Cc1cc(NC(=O)C2CCCN(S(=O)(=O)c3c(C)noc3C)C2)no1 (stereo not given)
6.8% | 10.4% | COc1ccc(OC)c2c1CCC2=O
1.5% | 0.7% | CCn1c(=O)cc(OCC(=O)Nc2ccccc2N2CCN(C)CC2)c2ccccc21
0.5% | 3.8% | NS(=O)(=O)c1ccc(CNC2CC(=O)N(c3ccc(I)cc3)C2=O)cc1 (stereo not given)
-0.8% | -6.7% | O=c1c2ccccc2[nH]c(=S)n1CCN1CCN(Cc2ccccc2)CC1
-1.3% | · | COC(=O)CCCCCCCCC(=O)Nc1nc2ccccc2s1
7.5% | -4.1% | N#Cc1nc(-c2ccc(F)cc2)oc1NCCN1CCOCC1
-3.1% | 0.8% | O=C(O)c1ccc(S(=O)(=O)Cc2ccccc2)cc1
6.5% | 2.6% | CCCCOc1ccccc1C(=O)NCC(=O)O
9.1% | -0.2% | COc1ccc(OC)c(-c2nnc(SCC(=O)NC3CCCCC3)o2)c1
-4.2% | -5.9% | Cc1cc(=O)n(-c2ccc3ccccc3n2)[nH]1
3.3% | -4.8% | CCCc1cc(N2CCCC(C(=O)Nc3ccc(OC)cc3OC)C2)n2ncnc2n1 (stereo not given)
1.0% | 1.2% | O=C(CCCOc1ccc(Cl)cc1Cl)NCCCn1ccnc1

Hsp70 displacement | MKP-3 inhibition | Molecule
5.4% | -2.6% | CCC(C)NC(=O)CCC(=O)Nc1ccc2nc(N3CCOCC3)cc(C)c2c1 (stereo not given)
-7.2% | -7.2% | Cn1c(NCCc2ccccc2)cc(=O)n(C)c1=O
-5.9%&3.4% | -6.2%&0.9% | O=C(CSc1ncccn1)NCCc1ccccc1
2.9% | -5.3% | COc1ccc(-c2cc(-c3ccccc3)n3ncnc3n2)cc1
3.9% | -0.8% | Cc1nc2sc(C(c3ccco3)N3CCN(c4ccccc4)CC3)c(O)n2n1 (stereo not given)
2.5% | 6.6% | C=C(C)Cn1c(CCNC(=O)C(C)(C)C)nc2ccccc21
-1.3% | 0.1% | CCOc1ccc(Nc2nc(-c3ccccn3)cs2)cc1
-0.5% | · | O=C(CCC(=O)NC1CCCCCC1)Nc1nnc(C(F)(F)F)s1
2.2% | 3.1% | C=CCNC(=O)c1cc(Cl)c(OC)c(Cl)c1
5.2% | · | COc1ccc(-c2noc(CSc3nnc(Cc4ccccc4)n3-c3ccc(Cl)cc3)n2)cc1
3.1% | · | CC(=O)c1sc(Nc2nc(C)cc(C)n2)nc1C
5.2% | -2.1% | Cc1ccc2[nH]c(-c3ccccc3)cc(=O)c2c1
-2.3% | · | CCON1C(=O)CN(C(=O)OC)C1c1ccc(Cl)cc1Cl (stereo not given)
0.7% | 0.7% | Cc1ccc(C(=O)N/C(=C\c2cccc(Oc3ccccc3)c2)C(=O)NCCCn2ccnc2)cc1
2.4% | -2.3% | Nc1ccc(-c2nc3cc(N)ccc3s2)cc1

Compound profiles, as listed above. Order of screens: Hsp70 displacement	MKP-3 inhibition
`O=C(CCC(=O)NC1CCCCCC1)Nc1nnc(C(F)(F)F)s1` reads -0.5%	·
`Nc1ccc(-c2nc3cc(N)ccc3s2)cc1` reads 2.4%	-2.3%
`CC(=O)c1sc(Nc2nc(C)cc(C)n2)nc1C` reads 3.1%	·
`COc1ccc(-c2cc(-c3ccccc3)n3ncnc3n2)cc1` reads 2.9%	-5.3%

The results go on:
Hsp70 displacement | MKP-3 inhibition | Molecule
-1.3% | -1.5% | O=C1/C(=N/n2cnnc2)c2ccccc2N1Cc1ccccc1
-0.4% | -0.1% | O=C(NC(=Nc1nc2ccccc2o1)NC(=O)c1ccccc1)c1ccccc1
8.0% | -17.7% | CCc1ccc2nc(NC(=O)CSCc3c(C)noc3C)sc2c1
1.2% | · | Cc1ccn2cc(CSc3ccccc3)nc2c1
-2.0% | 1.5% | CC1CCN(C(=O)c2scc3c2OCCO3)CC1
-2.8% | -2.5% | CCN1CCN(Cc2c(C)[nH]c3ccc(C(=O)OC)cc3c2=O)CC1
0.4% | -7.7% | COc1ccc(C2/C(=C(/O)c3ccc(OC(C)C)cc3)C(=O)C(=O)N2CCCN2CCOCC2)cc1 (stereo not given)
2.3% | -1.4% | CCc1ccccc1NC(=O)c1onc(C)c1Cl
-3.2% | 1.5% | CCOCCCNC(=O)C(c1ccccc1)N(Cc1ccc2c(c1)OCO2)C(=O)CNC(C)=O (stereo not given)
-0.2% | -3.9% | CCN(CC)C(=O)Cn1ncc2c1-c1ccccc1OC2
2.6% | -8.1% | CSc1nc(=O)n(-c2ccccc2)c(C)c1C(C)=O
0.4% | -3.2% | CC1CCCC(C)N1C(=O)c1cc(-c2ccc(Cl)c(Cl)c2)on1 (stereo not given)
-2.3% | -12.1% | O=C(NCc1cccs1)[C@@H]1CSC2c3ccccc3C(=O)N21 (stereo not given in full)
-4.9% | 3.1% | CCc1ccc(OCCNC(=O)CN(c2ccc(C)cc2)S(C)(=O)=O)cc1
· | -3.0% | COC(=O)C1=C(C)n2nnnc2NC1c1cc2ccccc2o1 (stereo not given)

Hsp70 displacement | MKP-3 inhibition | Molecule
3.8% | -5.8% | O=C(c1ccco1)N1CCN(C(=O)c2cc3c(=O)oc4ccccc4c3s2)CC1
-5.1% | 2.7% | Cc1c(C)[n+](=O)c2cc(Cl)c(Cl)cc2n1[O-]
-1.8% | 1.5% | CC1Cc2ccccc2N1C(=O)CSc1nc(-c2ccco2)cc(C(F)(F)F)n1 (stereo not given)
4.1% | · | COC(=O)c1oc2ccccc2c1N
-2.1% | · | CCCCOc1ccccc1N
4.4% | -0.6% | Cc1oc2c(CN3CCN(C)CC3)c(O)ccc2c(=O)c1-c1nc2ccccc2s1
-67.0% | 3.3% | C=CCn1c(=O)/c(=C/c2ccc(O)cc2)s/c1=C(/C#N)c1nnc2n1CCCCC2
-1.1% | 4.1% | Cc1cc(C)nc(N/N=C/c2cc3c(cc2[N+](=O)[O-])OCO3)n1
-1.2% | -5.0% | CCOC(=O)c1sc(N(Cc2ccccc2)C(=O)CSc2nnc(C3CC3)n2N)nc1C
1.3% | · | COc1ccccc1Nc1nc(N)nc(CN2CCc3ccccc3C2)n1
6.8% | · | CCN(CC)S(=O)(=O)c1ccc2nc(SC)sc2c1
-8.6% | · | Cc1oc2c(c1C(=O)Nc1ccc(C(=O)O)cc1)CCCC2
-0.3% | · | CCc1nnc(NC(=O)C2c3ccccc3Oc3ccccc32)s1
-2.7% | -1.7% | CC(NC(=O)COc1ccccc1)C(=O)NC1=NCCS1 (stereo not given)
-0.3% | 3.3% | Cc1ccc(-c2csc(NC(=O)C3CC=CCC3C(=O)O)c2C(=O)OC(C)C)cc1 (stereo not given)

Hsp70 displacement | MKP-3 inhibition | Molecule
0.2% | 1.7% | NC(=O)c1ccc(NC(=O)/C=C/c2ccccc2)cc1
-4.4% | -11.9% | CCOC(=O)c1sc2nc(N3CCOCC3)c3c(c2c1N)CCCC3
-2.4% | 9.3% | CC1(C)CC(=O)C2=C(C1)N(CCN1CCOCC1)C1=C(C(=O)CC(C)(C)C1)C2c1cccc(F)c1
· | -8.8% | COc1ccccc1-n1c(CNC(=O)c2ccc(S(=O)(=O)N3CCOCC3)cc2)n[nH]c1=S
-3.4% | -1.9% | O=C(CCCSc1nc2sc3c(c2c(=O)[nH]1)CCC3)NCCO
-53.1% | 2.0% | Cc1ccc(C2=N/C(=C\c3ccc(N(C)C)cc3)C(=O)O2)cc1
-4.6% | -5.3% | COc1ccc(N2C(=O)CC(Nc3ccc(N4CCOCC4)cc3)C2=O)c(OC)c1 (stereo not given)
1.5% | 10.0% | O=c1[nH]c(NC2CCCCC2)nnc1Cc1ccccc1
0.0% | 3.6% | COc1ccc(C(=O)CC(Nc2ccc(Cl)cc2)c2ccccc2)cc1 (stereo not given)
2.3% | · | CCCCc1ccc(N2C(=O)[C@@H]3C(CC(N)=O)NC4(C(=O)Nc5ccc(F)cc54)[C@@H]3C2=O)cc1 (stereo not given in full)
-8.4% | 1.0% | CCOc1cc(C2C(C(=O)OCCSCC)=C(C)NC3=C2C(=O)CC(c2ccc(Cl)cc2)C3)cc(Cl)c1O (stereo not given)
-3.4% | · | CCCS(=O)(=O)N1CCN(S(=O)(=O)c2ccccc2)CC1
1.5% | -0.3% | CC1CC(c2ccccc2)n2nc(NC(=O)c3ccco3)nc2N1 (stereo not given)
-1.1% | -6.3% | CCC(=O)Nc1ccccc1C(=O)OCC(=O)Nc1ccc(S(N)(=O)=O)cc1
3.1% | 1.8% | CC(C)OCCCNC(=O)CN1C(=O)CC(C)(C)S(=O)(=O)c2ccccc21

3 entries out of the list above, arranged by their value in MKP-3 inhibition, falling.
Hsp70 displacement | MKP-3 inhibition | Molecule
-4.9% | 3.1% | CCc1ccc(OCCNC(=O)CN(c2ccc(C)cc2)S(C)(=O)=O)cc1
· | -3.0% | COC(=O)C1=C(C)n2nnnc2NC1c1cc2ccccc2o1 (stereo not given)
-0.2% | -7.3% | CCOC(=O)N1CCN(C(=O)CCc2c(C)nc3c(c(C)nn3-c3ccc(C)c(C)c3)c2C)CC1

New compounds follow
Hsp70 displacement | MKP-3 inhibition | Molecule
0.4% | -3.7% | CCCCCC(=O)Nc1cc(N(C)C)nc2ccccc12
6.3% | 5.3% | O=C(Nc1cccc(-c2nc3ccccc3o2)c1)c1ccc(NC(=O)c2ccc([N+](=O)[O-])o2)cc1
7.2% | -12.4% | COc1cc(NS(=O)(=O)c2ccc(NC(=O)CSC3=NCCS3)cc2)nc(OC)n1
-5.0% | · | Cc1[nH]n(-c2cccc(Cl)c2)c(=O)c1-c1ccc(Cl)cc1
3.3% | 0.4% | Cc1ccccc1NC(=S)NC(=O)c1ccc(Br)cc1
0.0% | -0.2% | O=C(Nc1cccc2ccccc12)C1OC2OC3(CCCCC3)OC2C2OC3(CCCCC3)OC12 (stereo not given)
-6.6% | 10.1% | O=C(/C=C\c1ccc(-c2cc(Cl)ccc2Cl)o1)c1ccccc1
-1.1% | -10.3% | CCCCN1CN(S(=O)(=O)c2cccs2)c2nc3ccccc3nc21
1.0% | · | CN1CCN(Cc2cccc(Oc3ccc(Cl)cc3)c2)CC1

In a second layout: results already given
Compound | Hsp70 displacement | MKP-3 inhibition
O=C(Nc1ccccc1C(=O)NCc1ccccc1)c1ccco1 | 5.9% | -2.2%
O=c1c2ccccc2[nH]c(=S)n1CCN1CCN(Cc2ccccc2)CC1 | -0.8% | -6.7%
CC1Cc2ccccc2N1C(=O)CSc1nc(-c2ccco2)cc(C(F)(F)F)n1 (stereo not given) | -1.8% | 1.5%
